Screening results deposited in PubChem BioAssay by several laboratories.
LYP phosphatase = PTPN22 lymphoid phosphatase activity blockers – biochemical, fluorescence intensity, uHTS (AID 1779); inhibition, % at 11.5 µM, or IC50 in µM where a hit was titrated; recombinant LYP phosphatase, fluorescence intensity; higher % means a stronger effect; actives 0.054% (n = 290,000); in the data active means inhibition above about 50%;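 further: plate controls were vehicle with enzyme for no effect and no enzyme for full effect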
SV40 large T antigen = TAg ATPase/helicase activity blockers – biochemical (AID 1903); SV40 large T antigen ATPase/helicase inhibition assay; higher % means a stronger effect; one-dose inhibition, % at 20 µM; IC50 in µM for titrated hits; actives 0.39% (n = 310,000); in the data active means a potency from the dose series; inconclusive means inhibition mostly from about 32% at the one dose, without a potency; inactive means the rest, 99 in 100 with inhibition below about 32%; further: strong numbers were not always called active
SIAH1 antagonists = blockers of Siah-1 interaction with plectin peptide – biochemical, fluorescence polarization, rhodamine-plectin, uHTS, primary screen (AID 1817). actives 0.02% (n = 290,000). Siah-1 / rhodamine-plectin peptide fluorescence polarization; higher % means a stronger effect. displacement, % at 20 µM; hits with a dose series show IC50 in µM;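 active means displacement of at least 50% at 20 µM, with a fluorescence ratio check between 0.3 and a set limit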;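 further: plate controls were Siah plus tracer with DMSO for no effect and tracer alone without Siah for full effect; strong numbers were not always called active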
HIV peptide binding = cell-free HIV fusion peptide-binding blockers – biochemical, uHTS, fluorescence dequenching, primary screen (AID 1986); cell-free peptide binding, fluorescence dequenching, 30 min; higher % means a stronger effect; inhibition, % at 20 µM, or IC50 in µM where a hit was titrated; actives 0.3% (n = 290,000); in the data active means inhibition mostly above about 52%, no sharp cut-off; inactive means mostly below about 76%; further: some results filed as inactive read as strong as hits
XIAP antagonists = XIAP antagonists, biochemical, IAP family, fluorescence polarization (AID 1018); XIAP BIR domain, fluorescence polarization peptide displacement; higher % means a stronger effect; one-dose displacement, % at 20 µM; IC50 in µM for titrated hits; actives 0.007% (n = 200,000); in the data active means displacement above about 50%; further: a part of the inactive calls stands beside numbers as strong as those of hits
Dengue-2 NS5 capping = Dengue-2 NS5 methyltransferase inhibitors, primary screen, biochemical, confirmation dose response (AID 588689); Dengue-2 NS5 methyltransferase capping enzyme assay, biochemical; higher % means a stronger effect; inhibition, % at 25 µM; hits with a dose series show IC50 in µM; actives 0.3% (n = 340,000); in the data active means a potency from the dose series; inconclusive means inhibition above about 29% without an active follow-up result
RSV antiviral HEp-2 = RSV antiviral activity via CPE protection, HEp-2 cells, primary 10 µM value included (AID 2391); HEp-2 cells, RSV-induced CPE inhibition; higher % means a stronger effect; CPE inhibition, % at 10 µM, or IC50 in µM where a hit was titrated; actives 0.13% (n = 310,000); in the data active means a potency from the dose series; inconclusive means CPE inhibition mostly from about 23% at the one dose, without a potency; inactive means the rest, 99 in 100 with CPE inhibition below about 21%; further: strong numbers were not always called active
Rac1 GTP hydrolysis = MgcRacGAP GTPase-activating activity inhibitors, confirmation, biochemical, ADP Hunter fluorescence; MgcRacGAP-stimulated Rac1 GTP hydrolysis, ADP Hunter fluorescence; higher % means a stronger effect; GST-tagged Rac1 F28L mutant substrate; inhibition, % at 30 µM; hits with a dose series show IC50 in µM; actives 0.6% (n = 340,000); AID 624330;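 active means first-screen hits whose inhibition reached a set limit at any dose in the follow-up dose series; inconclusive means inhibition above the set first-screen limit but never retested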;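 further: fluorescence reports GDP produced by GAP-driven GTP hydrolysis; strong numbers were not always called active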
AID2073 = disruptors of CaV2.2 binding to Mint1 – biochemical, HTRF (AID 2073) | HTRF protein-protein interaction, Mint1-CaV2.2; higher % means a stronger effect | actives 0.19% (n = 290,000) | one-dose inhibition, % at 20 µM; IC50 in µM for titrated hits; in the data active means inhibition mostly above about 51%, no sharp cut-off; inconclusive means no clear call, values can overlap the other calls; inactive means mostly below about 53%; further: some results filed as inactive read as strong as hits
Dengue-2 NS5 capping pilot replicate = recorded beside Dengue-2 NS5 capping, whose call it bears; inhibition, %; measured here: pilot screen replicate inhibition
Numbers without * were called inactive; u = inconclusive; x = not tested or not shown; & = joins results of further samples.

SMILES	LYP phosphatase	SV40 large T antigen	SIAH1 antagonists	HIV peptide binding	XIAP antagonists	Dengue-2 NS5 capping	RSV antiviral HEp-2	Rac1 GTP hydrolysis	AID2073	others
CCCCN(C(=S)Nc1cccc(C)c1C)c1c(N)n(CCC)c(=O)[nH]c1=O	-3%	4%	7%	1.4%	-10%	3%	1.1%	-4%	-7%
Cc1cccc2cc(CN(Cc3cccs3)Cc3nnnn3Cc3ccccc3)c(=O)[nH]c12	7%	x	-2%	2.3%	-7.1%	-7%	u	2%	4%
Cc1noc(C)c1S(=O)(=O)N1CCCC(C(=O)NC2CCCCC2)C1 (stereo not drawn)	-6%	4%	4%	2.2%	-4.0%	-1%	0.5%	11%	15%
Cc1cccc(NC(=O)C2Cc3ccccc3O/C2=N\O)c1 (stereo not drawn)	-5%	4%	5%	-0.5%	x	-7%	1.0%	11%	14%
Cc1cc(C)nc(OC(C(=O)O)C(OCC(C)C)(c2ccccc2)c2ccccc2)n1 (stereo not drawn)	0%	14%	7%	4.1%	x	-1%	4.4%	3%	10%	Dengue-2 NS5 capping pilot replicate=-1.2
Cc1cc(C)nc(N/N=C/c2ccc(N3CCOCC3)cc2)n1	1%	14%	3%	0.1%	-1.7%	-5%	0.9%	14%	1%
CCC(=O)c1c[nH]c(C(=O)NCc2ccco2)c1	1%	4%	3%	-2.7%	-3.8%	3%	0.2%	-4%	1%
COc1ccc(C)cc1NC(=O)C12CCC(C)(C(=O)O1)C2(C)C (stereo not drawn)	-6%	13%	-3%	-1.8%	-3.0%	0%	0.6%	4%	2%
c1ccc(C2=Nc3ccccc3NC(c3ccccc3)C2)cc1 (stereo not drawn)	8%	-3%	0%	-3.1%	-3.8%	-6%	-0.8%	10%	-4%
Cc1ccc(Cl)cc1NS(=O)(=O)c1c(C)[nH]c(=O)[nH]c1=O	-6%	-7%	-5%	1.3%	-4.7%	-6%	1.1%	6%	6%
CCOC(=O)C1=C(CS(=O)(=O)c2ccccc2)NC(=O)NC1c1ccc(O)c(OC)c1 (stereo not drawn)	-3%	21%	9%	-1.9%	x	-14%	0.3%	5%	-4%
CCOC(=O)N1CCc2c(sc(N)c2C#N)C1	-5%	8%	0%	-0.6%	x	x	2.3%	x	-19%
COc1ccc(OC)c(/C=N/NC(=O)CN2CCSCC2)c1	-7%	14%	6%	0.4%	-0.1%	1%	0.5%	16%	13%
O=C(NCCc1ccccc1)C1CCN(S(=O)(=O)c2cccs2)CC1	-9%	8%	-2%	17%	-7.8%	-1%	0.9%	3%	1%
N#Cc1c(SCC(=O)Nc2ccc(C(F)(F)F)cc2)sc2c(O)cc(=O)[nH]c12	-7%	4%	3%	35%	x	-3%	0.2%	5%	16%
COc1ccc(COCCN2CCN(S(=O)(=O)c3ccccc3)CCC2=O)cc1	-8%	6%	9%	0.9%	x	1%	-0.4%	9%	4%
O=C1CN(C(=O)COc2ccc(Br)cc2Br)c2ccccc2N1	-8%	3%	-4%	5.1%	-6.5%	-4%	-0.9%	5%	6%
O=C(NC1CCCCC1)NC1(C(=O)N2CCN3CCCC3C2)CCCCC1 (stereo not drawn)	-3%	3%	10%	-0.2%	-5.5%	5%	1.7%	-4%	2%
Cc1cc(NC(=O)COc2ccc(F)c(Cl)c2)no1	-7%	23%	12%	-0.5%	x	-6%	0.7%	4%	4%
N=c1c(S(=O)(=O)c2ccccc2)cc2c(=O)n3ccccc3nc2n1CCCN1CCOCC1	-22%	20%	1%	13%	x	-1%	0.7%	5%	19%
Cc1ccc2oc(C(=O)Nc3ccc(S(=O)(=O)Nc4ncccn4)cc3)c(C)c2c1	-6%	10%	-1%	-0.2%	x	3%	1.9%	1%	7%
COc1ccc(Cl)cc1NC(=O)CSc1nc(N2CCCCC2)nc(N2CCCCC2)n1	1%	16%	0%	-3.5%	-7.4%	-5%	2.4%	8%	17%
CCOc1ccc(NC(=O)CS(=O)CC(=O)N(CC(=O)NC(C)(C)C)C2CCCC2)cc1 (stereo not drawn)	-4%	8%	2%	1.4%	x	-2%	2.4%	6%	14%
CCCCc1nnc(NC(=O)c2ccc(-n3cncn3)c([N+](=O)[O-])c2)s1	x	5%	x	x	x	-13%	-0.9%	6%	x
CCOC(=O)/C=c1\s/c(=C\c2sccc2C)c(=O)n1CC(=O)NCc1ccc(C)cc1	-20%	12%	-2%	23%	-5.1%	x	0.2%	x	27%
More structures
SMILES	LYP phosphatase	SV40 large T antigen	SIAH1 antagonists	HIV peptide binding	XIAP antagonists	Dengue-2 NS5 capping	RSV antiviral HEp-2	Rac1 GTP hydrolysis	AID2073	others
COc1ccc(N2CCN(C(=O)c3ccc(N(C)S(=O)(=O)c4ccc(C)cc4)cc3)CC2)cc1	-2%	4%	-5%	-0.3%	-6.2%	-4%	1.2%	16%	-9%
CN(c1ccc(C(=O)NCCSC(C)(C)C)cc1)S(C)(=O)=O	-5%	15%	-5%	-2.0%	-7.2%	-12%	2.0%	7%	-4%
Cc1onc(-c2c(Cl)cccc2Cl)c1C(=O)N1CCSCC1	-12%	2%	0%	-3.3%	x	-5%	1.1%	12%	2%
CCOc1ccc(N2CC(C(=O)N/N=C/c3sccc3C)CC2=O)cc1 (stereo not drawn)	-5%	8%	2%	-0.5%	x	-12%	x	2%	5%
CC(C)C(=O)Nc1ccc(NC(=S)NC(=O)c2ccccc2F)cc1	2%	8%	-4%	1.9%	x	-4%	2.0%	-1%	2%
CC1CCN(CCc2nc3cc(NC(=O)Nc4ccccc4)ccc3n2C)CC1	-12%	13%	-8%	-1.8%	-1.2%	-15%	0.3%	7%	-3%
Cc1ccc(-c2ccc(CO)o2)cc1N	-4%	19%	7%	-1.0%	-4.9%	-8%	0.9%	-8%	7%
O=C(CSc1nnc(CNC(=O)c2cccs2)o1)c1ccc(Cl)cc1	-6%	-5%	2%	-3.5%	-4.6%	2%	1.9%	1%	-25%
Cc1nnc(SCC(=O)c2ccc(Cl)cc2)n(N)c1=O	-8%	4%	-5%	3.3%	-7.4%	10%	2.9%	13%	22%
COc1cc(/C=C2\COC/C(=C\c3cc(OC)c(OC)c(OC)c3)C2=O)cc(OC)c1OC	-3%	0%	13%	-1.6%	x	-18%	x	5%	-19%
COc1ccc(C)cc1NC(=O)N1CCCc2ccccc21	-8%	7%	-1%	-1.5%	-0.9%	-8%	0.6%	3%	-1%
Cc1cc(N2CC34C=CC(O3)C(C(=O)O)C4C2=O)no1 (stereo not drawn)	-9%	9%	-1%	-1.0%	-3.6%	-6%	0.2%	5%	-1%
COc1ccccc1/C=N/NC(=O)c1ccc(Br)cc1	-6%	-3%	-3%	-0.9%	-4.1%	-9%	0.8%	12%	-2%
CN(C)C(=O)C12CCC(C)(C(=O)C1Br)C2(C)C (stereo not drawn)	-7%	2%	3%	-1.7%	x	-2%	-0.2%	2%	11%
CCOC(=O)C(C(=O)OCC)C1CS(=O)(=O)CC1C(C(=O)OCC)C(=O)OCC (stereo not drawn)	-3%	4%	10%	1.7%	-4.2%	12%	1.1%	-2%	-8%
COc1cc(CC(=O)Nc2ccc(N3CCOCC3)cc2)cc(OC)c1OC	-4%	18%	-5%	-2.6%	-2.8%	3%	3.0%	4%	-7%
CN(C)C(=O)Oc1cccc([N+](C)(C)C)c1	-5%	6%&15%	0%	-2.8%	-5.3%&-7.3%	1%&1%	1.1%	4%&7%	6%
CC(=O)N1CSCC1C(=O)NNS(=O)(=O)c1ccccc1 (stereo not drawn)	-5%	1%	3%	2.0%	x	x	0.9%	x	1%
CCC(C)NC(=O)CSc1nc2ccccc2c(=O)n1CCCC(=O)NCC1CCCO1 (stereo not drawn)	-2%	17%	2%	3.6%	-3.0%	-1%	-0.2%	-2%	2%
CN(C)c1cccc(NC2=CC(=[N+]3CCOCC3)CC(C)(C)C2)c1	-8%	15%	0%	-1.1%	-7.0%	14%	0.0%	10%	-2%
CC1=Nc2ccccc2/C1=C\c1nc(-c2ccccc2)oc1O	-8%	0%	-3%	20%	14%	-45%	-0.2%	12%	16%
CCOC(=O)c1c(C)[nH]c(N=Nc2ccccc2)c1C	0%	-9%	-1%	2.1%	-7.8%	1%	38%	18%	13%
O=C(Cc1ccccc1)N1CCN(C(=O)c2ccc([N+](=O)[O-])cc2)CC1	-4%	0%	3%	1.0%	-3.4%	x	1.4%	0%	11%
COc1ccc(/C=N\n2nnc3ccccc32)cc1	2%	-2%	3%	1.1%	0.6%	-10%	1.8%	2%	-2%
O=C(COC(=O)C1(c2ccccc2F)CCCC1)NCc1ccc2c(c1)OCO2	-5%	19%	4%	-0.9%	-8.2%	-7%	3.2%	7%	-2%
(continued)
SMILES	LYP phosphatase	SV40 large T antigen	SIAH1 antagonists	HIV peptide binding	XIAP antagonists	Dengue-2 NS5 capping	RSV antiviral HEp-2	Rac1 GTP hydrolysis	AID2073	others
CCOc1ccc(S(=O)(=O)N2CCN(c3ccccc3)CC2)c2cccnc12	-3%	9%	-10%	-3.0%	-6.7%	16%	24%	5%	-1%
COc1ccc(S(=O)(=O)N2CCOC2CNC(=O)C(=O)NCCCN2CCOCC2)cc1 (stereo not drawn)	-13%	10%	4%	1.9%	x	3%	0.8%	8%	-1%
O=S(Cc1cc(Oc2ccccc2)nc(-c2ccccc2)n1)c1ccccc1 (stereo not drawn)	4%	16%	23%	0.7%	-0.7%	-4%	13%	6%	-6%
COc1ccc(-c2csc(NC(=O)C3CSC4(C)CCC(=O)N34)n2)c(OC)c1 (stereo not drawn)	x	11%	x	x	x	4%	4.0%	6%	x
CCOC(=O)CC(NC(=O)C1c2ccccc2Oc2ccccc21)c1ccc(C)cc1 (stereo not drawn)	-7%	14%	5%	-0.4%	-3.2%	1%	1.3%	6%	8%
COc1cc2[nH]c(=S)nc(NCCc3ccc(C)cc3)c2cc1OC	4%	9%	-2%	0.2%	-2.4%	-5%	x	7%	10%
O=C(CN1C(=O)NC2(CCCC2)C1=O)Nc1ccc(F)cc1	-9%	27%	-5%	-1.2%	-2.7%	-4%	1.7%	1%	-3%	Dengue-2 NS5 capping pilot replicate=4.2
O=C(COc1ncnc2ccccc12)NCC1CCCO1 (stereo not drawn)	-2%	10%	13%	-1.5%	-5.2%	-9%	1.4%	7%	1%
CC(C)NC(=O)C1(c2ccccc2)CCOCC1	-5%	0%	-1%	-2.4%	-1.8%	3%	-0.5%	10%	1%
Cc1ccc(C(=O)C2CCN(CC(=O)Nc3ccc(N(C)C)cc3)CC2)cc1	1%	14µM*	2%	3.2%	-3.6%	3%	1.8%	u	34%
CCC1SC2=NCCN2C1(O)c1ccc(Cl)cc1 (stereo not drawn)	-5%	3%	1%	-1.1%	-4.0%	-6%	-1.1%	8%	-4%
